PRC2 inh: inhibitors of human EZH2/PRC2 methyltransferase; Q15910; PRC2 H3K27 methylation, DELFIA TRF, 1 h; inhibition, % at 12.5 µM; actives 0.35% (n = 57,000); AID 651548;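 active means mean inhibition of replicates at least 50% and every single replicate also reaching 50%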;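 further: dimethyl H3K27 on biotinylated H3 21-44 peptide detected by antibody; plate controls were median neutral control wells for no effect and median positive control wells for full effect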
Target sequence (Q15910 whole entry, looked up): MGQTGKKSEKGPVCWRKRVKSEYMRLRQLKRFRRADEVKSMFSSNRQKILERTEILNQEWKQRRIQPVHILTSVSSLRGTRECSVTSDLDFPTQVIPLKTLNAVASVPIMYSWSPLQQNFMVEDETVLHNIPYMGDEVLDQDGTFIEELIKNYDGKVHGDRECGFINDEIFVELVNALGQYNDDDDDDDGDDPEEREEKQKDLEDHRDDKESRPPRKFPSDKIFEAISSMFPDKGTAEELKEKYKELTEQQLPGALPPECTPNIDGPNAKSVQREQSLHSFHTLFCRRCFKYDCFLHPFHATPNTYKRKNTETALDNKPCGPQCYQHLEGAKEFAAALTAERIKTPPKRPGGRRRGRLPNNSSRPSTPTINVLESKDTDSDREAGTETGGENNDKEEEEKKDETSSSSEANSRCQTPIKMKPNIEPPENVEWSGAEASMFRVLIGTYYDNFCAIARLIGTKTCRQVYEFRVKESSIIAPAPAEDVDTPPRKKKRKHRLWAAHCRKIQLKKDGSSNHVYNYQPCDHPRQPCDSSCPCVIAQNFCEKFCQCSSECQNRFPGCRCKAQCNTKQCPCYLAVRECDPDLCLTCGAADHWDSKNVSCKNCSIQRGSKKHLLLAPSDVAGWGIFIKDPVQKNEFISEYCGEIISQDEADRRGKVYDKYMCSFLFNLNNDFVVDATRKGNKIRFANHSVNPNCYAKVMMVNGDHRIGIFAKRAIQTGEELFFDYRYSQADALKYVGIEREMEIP
IDH1 mut inh: inhibitors of human IDH1 R132H. IDH1 R132H reductase, diaphorase/resazurin fluorescence, 60 min. inhibition, % at 10 µM. actives 0.18% (n = 70,000). O75874. AID 624101; in the data active means inhibition above about 34%;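 further: 0% = DMSO and 100% = no enzyme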
Active calls of the source: *; x = no result given.

canonical_smiles | PRC2 inh | IDH1 mut inh
CCOC(=O)c1ccccc1NC(=O)CC1Sc2ccc(C(F)(F)F)cc2NC1=O (centres undefined) | 7.9 | -0.2
C[C@H](CO)N1C[C@H](C)[C@H](CN(C)Cc2cncnc2)Oc2cc(-c3cncnc3)ccc2S1(=O)=O | x | 0.1
COCCNC(=O)C[C@H]1C=C[C@H](NS(=O)(=O)c2ccc(C)cc2)[C@H](CO)O1 | 10.2 | -0.3
CCCN(C)C[C@H]1Oc2cc(C#Cc3ccc(F)cc3)ccc2S(=O)(=O)N([C@@H](C)CO)C[C@H]1C | -37.3 | -1.2
COc1ccc(C(C)(C)C)cc1S(=O)(=O)NC1CC(C)(C)NC(C)(C)C1 | -22.9 | 0.5
CN1CCN(C(=O)C[C@H]2CC[C@@H](NC(=O)Nc3ccccc3F)[C@@H](CO)O2)CC1 | 0.2 | 0.2
C[C@@H]1O[C@@H](Oc2ccc3c(=O)c(-c4ccc(O)cc4)coc3c2)[C@H](O)[C@H](O)[C@H]1O | -0.7 | 0.1
CN(CC(=O)Nc1ccc(F)cc1F)S(=O)(=O)c1ccccc1 | -7.6 | -0.2
COc1ccc(CN(C)C[C@H]2OCCCC[C@@H](C)Oc3ccc(NC(=O)C4CCCCC4)cc3C(=O)N([C@H](C)CO)C[C@H]2C)cc1 | x | 4.1
C[C@@H]1CCCCO[C@H](CN(C)C(=O)CCCN(C)C)[C@@H](C)CN([C@@H](C)CO)C(=O)c2cc(NC(=O)c3ccccc3)ccc2O1 | -6.2 | x
CO[C@@H]1CN(C)C(=O)c2cc(NC(=O)NC(C)C)ccc2OC[C@H](C)N(CC2CC2)C[C@H]1C | -0.8 | -0.4
C=CCNC(=O)[C@@H]1[C@H]2C(=O)O[C@H](c3ccccc3)[C@H](c3ccccc3)N2[C@H](c2ccc(O)cc2)[C@@]12C(=O)Nc1ccc(C#CCCO)cc12 | -18.0 | x
O=C(Nc1ccccc1F)N[C@@H]1CC[C@H](CCNS(=O)(=O)c2ccc(Cl)cc2)O[C@H]1CO | 8.2 | -0.2
CCn1c(SCC(=O)Nc2ccc3c(c2)OCCO3)nnc1-c1ccco1 | 4.3 | -0.1
C[C@@H]1CCCCO[C@H](CN(C)C(=O)Nc2cccc3ccccc23)[C@@H](C)CN([C@H](C)CO)C(=O)c2cc(NC(=O)Nc3ccc(C(F)(F)F)cc3)ccc2O1 | x | 2.4
Cc1noc(C)c1NC(=O)Nc1ccc2c(c1)CC(=O)N([C@H](C)CO)C[C@@H](C)[C@@H](CN(C)C(=O)Nc1c(C)noc1C)O2 | x | -0.4
CC(C)NC(=O)N(C)C[C@H]1OCCCC[C@@H](C)Oc2ccc(NS(C)(=O)=O)cc2C(=O)N([C@@H](C)CO)C[C@@H]1C | x | 0.0
C[C@@H]1CN([C@H](C)CO)C(=O)c2cc(-c3ccc(C(=O)N(C)C)cc3)cnc2O[C@@H]1CN(C)C(=O)c1ccncc1 | 5.0 | x
COc1ccc(NC(=O)O[C@H](c2ccc(OC)c(O)c2)[C@@H](CCO)OC)cc1 | -0.2 | x
CO[C@@H]1CN(C)C(=O)c2cc(NC(=O)C3CC3)ccc2OC[C@H](C)N(C(=O)CN2CCOCC2)C[C@@H]1C | 3.6 | 0.4

Single entries from the results shown:
C[C@@H]1O[C@@H](Oc2ccc3c(=O)c(-c4ccc(O)cc4)coc3c2)[C@H](O)[C@H](O)[C@H]1O | PRC2 inh: -0.7
C=CCNC(=O)[C@@H]1[C@H]2C(=O)O[C@H](c3ccccc3)[C@H](c3ccccc3)N2[C@H](c2ccc(O)cc2)[C@@]12C(=O)Nc1ccc(C#CCCO)cc12 | PRC2 inh: -18.0

The results go on:
canonical_smiles | PRC2 inh | IDH1 mut inh
C[C@H](CO)N1C[C@H](C)[C@H](CN(C)Cc2ccc(C(F)(F)F)cc2)Oc2c(NC(=O)c3ccncc3)cccc2C1=O | 0.1 | -0.3
C[C@@H]1CN([C@H](C)CO)C(=O)c2cc(-c3cccc(F)c3)cnc2O[C@@H]1CN(C)C(=O)Nc1cc(F)ccc1F | -1.0 | -7.3
Cc1noc(C)c1NC(=O)N(C)C[C@@H]1Oc2ncc(C#Cc3ccc(C(F)(F)F)cc3)cc2C(=O)N([C@H](C)CO)C[C@@H]1C | -14.9 | -0.4
O=c1c2ccccc2nc(CSc2nc(Cc3ccccc3)nc3ccccc23)n1-c1ccccc1 | -9.7 | 0.9
CO[C@@H]1CN(C)C(=O)c2ccc(NC(C)=O)cc2OC[C@H](C)N(CC2CCCCC2)C[C@H]1C | -14.8 | -0.2
COc1ccc(C(Nc2cccc(C)n2)c2ccc3ccc(C)nc3c2O)c(OC)c1OC (centres undefined) | -11.0 | -0.4
COc1ccc(NC(=O)N(C)C[C@@H]2OCCCC[C@@H](C)Oc3ccc(NS(=O)(=O)c4cccs4)cc3C(=O)N([C@H](C)CO)C[C@H]2C)cc1 | x | -0.3
COc1ccc(NC(=O)O[C@H]2[C@H](OC(=O)Nc3ccc4c(c3)OCO4)[C@@H](OC(=O)Nc3ccc4c(c3)OCO4)[C@@H](OC)O[C@@H]2CO)cc1 | -5.1 | x
O=C(C[C@H]1C[C@H]2c3cc(NC(=O)CC4CC4)ccc3O[C@H]2[C@@H](CO)O1)NCCN1CCCCC1 | 5.5 | -0.1
COCC#Cc1cnc2c(c1)C(=O)N([C@@H](C)CO)C[C@@H](C)[C@@H](CN(C)C(=O)Nc1ccccc1OC)O2 | x | 0.2
C[C@@H]1CN([C@H](C)CO)C(=O)c2cc(NC(=O)CCC(F)(F)F)ccc2O[C@@H]1CN(C)Cc1ccc(C(=O)O)cc1 | 6.6 | 2.6
C[C@H]1CN([C@@H](C)CO)C(=O)c2cc(-c3ccccc3)cnc2O[C@@H]1CN(C)Cc1cccnc1 | 7.2 | 2.4
COc1cccc(CNC(=O)C[C@@H]2C=C[C@H](NC(=O)C3CCOCC3)[C@H](CO)O2)c1 | 1.4 | 0.2
CCCN(C)C[C@@H]1OCCCC[C@@H](C)Oc2ccc(NC(=O)C3CCCCC3)cc2C(=O)N([C@@H](C)CO)C[C@@H]1C | x | 1.2
COc1cccc(S(=O)(=O)NCc2ccc(C(=O)Nc3ccc4sc(C)nc4c3)cc2)c1 | 21.0 | 0.0
CO[C@H]1CC[C@H]2CCOc3c(C#N)cccc3C(=O)N(C)C[C@H](c3ccccc3)CC(=O)N(C)C[C@H]1O2 | -0.5 | 0.4
COc1ccc(NC(=O)N(C)C[C@@H]2OCCCC[C@@H](C)Oc3ccc(NS(=O)(=O)c4ccc(C)cc4)cc3C(=O)N([C@@H](C)CO)C[C@H]2C)cc1 | x | 2.3
COc1ccc(NC(=O)Nc2ccc3c(c2)CC(=O)N([C@H](C)CO)C[C@H](C)[C@H](CN(C)C(=O)NC(C)C)O3)cc1 | -0.9 | x
CC(C)NC(=O)N(C)C[C@@H]1Oc2ccc(NS(=O)(=O)c3cn(C)cn3)cc2C(=O)N([C@H](C)CO)C[C@@H]1C | x | -0.1
COc1ccc(S(=O)(=O)Nc2ccc3c(c2)C(=O)N([C@@H](C)CO)C[C@@H](C)[C@H](CN(C)S(C)(=O)=O)O3)cc1 | x | -3.5

Other results follow.
canonical_smiles | PRC2 inh | IDH1 mut inh
C[C@H](CO)N1C[C@H](C)[C@H](CN(C)S(C)(=O)=O)Oc2ncc(-c3ccc(F)cc3)cc2C1=O | -2.7 | 2.6
CO[C@@H]1CN(C)C(=O)c2ccc(NC(=O)Nc3ccccc3)cc2OC[C@H](C)N(C(C)=O)C[C@@H]1C | -8.3 | 0.2
O=C(N[C@H]1CC[C@H](CCn2cc(C3CC3)nn2)O[C@@H]1CO)c1cccnc1 | -9.0 | 0.4
C[C@H]1CN([C@@H](C)CO)C(=O)c2cc(NC(=O)Nc3cccc4ccccc34)ccc2O[C@H]1CN(C)S(=O)(=O)c1ccc(Cl)cc1 | x | -0.5
COc1ccccc1-c1cnc2c(c1)C(=O)N([C@@H](C)CO)C[C@H](C)[C@@H](CN(C)Cc1ccccc1)O2 | x | -0.2
COc1ccc(-c2nc3ccccc3s2)cc1NC(=O)COc1ccc(Cl)cc1Cl | -7.0 | 0.6
C[C@H](CO)N1C[C@H](C)[C@@H](CN(C)S(=O)(=O)c2ccc(F)cc2)Oc2c(NC(=O)c3cnccn3)cccc2C1=O | x | 2.6
COCC(=O)Nc1ccc2c(c1)OC[C@@H](C)N(C(=O)c1ccccc1F)C[C@H](C)[C@@H](OC)CN(C)C2=O | 2.8 | -0.1
C[C@H](CO)N1C[C@H](C)[C@@H](CN(C)Cc2ccc(C(=O)O)cc2)Oc2ccc(NC(=O)CCN3CCOCC3)cc2CC1=O | x | -0.5
COCC(=O)Nc1ccc2c(c1)OC[C@@H](C)N(Cc1cccnc1)C[C@H](C)[C@@H](OC)CN(C)C2=O | -0.1 | -0.1
C[C@@H]1CN([C@@H](C)CO)C(=O)c2cc(C3=CCCC3)cnc2O[C@H]1CN(C)C(=O)c1ccccc1 | 15.9 | 1.0
O=C(Cc1ccccn1)NCC[C@@H]1CC[C@@H](NC(=O)Nc2ccc(C(F)(F)F)cc2)[C@H](CO)O1 | -28.5 | 0.0
C[C@H](CO)N1C[C@H](C)[C@H](CN(C)Cc2ccc(Oc3ccccc3)cc2)Oc2c(NS(C)(=O)=O)cccc2C1=O | x | -6.1
CO[C@@H]1CN(C)C(=O)c2cc(NC(=O)C3CCOCC3)ccc2OC[C@H](C)N(Cc2cccnc2)C[C@@H]1C | 6.5 | 0.2
Cc1cc(NC(=O)C2CCCCC2C(=O)O)ccc1NC(=O)c1ccccc1 (centres undefined) | 7.9 | 2.2
COc1ccc(S(=O)(=O)Nc2ccc3c(c2)C(=O)N([C@H](C)CO)C[C@@H](C)[C@H](CN(C)C(=O)c2ccncc2)OCCCC[C@@H](C)O3)cc1 | x | -0.2
Cc1ccc(N(CC(=O)Nc2cccc3ccccc23)S(C)(=O)=O)cc1Cl | 5.6 | -0.3
C[C@H](CO)N1C[C@H](C)[C@H](CN(C)Cc2ccc3c(c2)OCO3)Oc2ccc(NS(=O)(=O)c3ccccc3)cc2C1=O | -0.9 | -0.8
CNC[C@H]1Oc2c(NC(=O)Nc3ccccc3)cccc2C(=O)N([C@H](C)CO)C[C@@H]1C | -1.3 | 2.8
C[C@@H]1CN([C@@H](C)CO)C(=O)Cc2cc(NC(=O)Cc3cn(C)c4ccccc34)ccc2O[C@H]1CN(C)Cc1ccc(C(=O)O)cc1 | x | -32.6

(continued)
canonical_smiles | PRC2 inh | IDH1 mut inh
COCC(=O)N(C)C[C@@H]1Oc2cc(-c3cncnc3)ccc2S(=O)(=O)N([C@H](C)CO)C[C@H]1C | -24.1 | -0.2
CC(=O)N(C)C[C@@H]1Oc2ncc(-c3ccc(F)cc3)cc2C(=O)N([C@H](C)CO)C[C@H]1C | 4.3 | -1.9
C[C@H](CO)N1C[C@H](C)[C@H](CN(C)S(=O)(=O)c2ccccc2)Oc2ccc(NS(=O)(=O)c3ccccc3)cc2C1=O | x | 0.3
CCCC#Cc1ccc2c(c1)O[C@H](CN(C)C(=O)NCCC)[C@H](C)CN([C@@H](C)CO)S2(=O)=O | x | -0.3
Cc1ccc(C)c(NC(=O)CN(c2ccc(Br)cc2)S(C)(=O)=O)c1 | 12.9 | -0.1
CC(C)NC(=O)Nc1ccc2c(c1)C(=O)N([C@H](C)CO)C[C@H](C)[C@H](CN(C)Cc1ccccc1)O2 | -0.1 | -0.1
O=C1CS(=O)(=O)C(c2ccccc2)N1c1ccc(Cl)cc1 (centres undefined) | 8.1 | x
CCOC(=O)c1ccc(COC(=O)c2ccc3ccccc3c2O)o1 | 35.2 | 0.7
C[C@@H]1CN([C@@H](C)CO)S(=O)(=O)c2ccc(C#CC3CC3)cc2O[C@H]1CN(C)C(=O)Cc1ccncc1 | -10.8 | x
C[C@@H]1CN([C@@H](C)CO)C(=O)c2cc(C#CCN(C)C)cnc2O[C@@H]1CN(C)C | -8.7 | 4.6
CC(C)CC#Cc1ccc2c(c1)O[C@@H](CN(C)C(=O)CC1CC1)[C@@H](C)CN([C@H](C)CO)S2(=O)=O | -12.9 | 0.8
O=C(NCC[C@@H]1CC[C@@H](NC(=O)C2CCCC2)[C@H](CO)O1)c1cc(Cl)cc(Cl)c1 | -1.4 | 0.3
Cn1c(SCC(=O)Nc2cccc(Br)c2)nnc1-c1cccs1 | -0.1 | 4.0
C[C@H](CO)N1C[C@H](C)[C@@H](CN(C)C(=O)Nc2ccccc2)Oc2c(NS(=O)(=O)c3cccs3)cccc2C1=O | x | -1.2
Cc1cc(C)c(S(=O)(=O)NCC(=O)Nc2ccc(C(C)C)cc2)c(C)c1 | 14.4 | -0.6
O=C(C[C@@H]1C=C[C@H](NC(=O)Nc2ccc3c(c2)OCO3)[C@H](CO)O1)NCc1ccc(Cl)cc1 | 8.8 | 0.0
O=C(C[C@@H]1C[C@H]2c3cc(NC(=O)Nc4ccc(F)cc4)ccc3O[C@H]2[C@@H](CO)O1)NCC1CC1 | -7.9 | -0.4

Full records from above. Order of screens: PRC2 inh, IDH1 mut inh
`O=C(NCC[C@@H]1CC[C@@H](NC(=O)C2CCCC2)[C@H](CO)O1)c1cc(Cl)cc(Cl)c1` is listed with -1.4, 0.3
`O=C(C[C@@H]1C[C@H]2c3cc(NC(=O)Nc4ccc(F)cc4)ccc3O[C@H]2[C@@H](CO)O1)NCC1CC1` is listed with -7.9, -0.4
`C[C@H](CO)N1C[C@H](C)[C@@H](CN(C)C(=O)Nc2ccccc2)Oc2c(NS(=O)(=O)c3cccs3)cccc2C1=O` is listed with x, -1.2
`COCC(=O)N(C)C[C@@H]1Oc2cc(-c3cncnc3)ccc2S(=O)(=O)N([C@H](C)CO)C[C@H]1C` is listed with -24.1, -0.2
`Cn1c(SCC(=O)Nc2cccc(Br)c2)nnc1-c1cccs1` is listed with -0.1, 4.0

Assay outcomes (PubChem)

Only part of the results is shown; count on the stated rates, not on these rows.
